Assay outcomes: PubChem BioAssay, several laboratories
PrPC surface inh: inhibitors of human cell surface prion protein PrPC, primary screen, cell-based, TR-FRET | AID 720596, 2013 | 0.43% of 370,000 active | Major prion protein (Homo sapiens), P04156 | TR-FRET read-out | inhibition, % at 13.8 µM; in the data active = inhibition above about 24%; note: 0% = median of the test wells and 100% = reference compound wells
Mtb BioA inh: M. tuberculosis BioA enzyme inhibitors, primary screen, biochemical, plate reader, single point, HTS; 7,8-diaminopelargonic acid synthase BioA (Mycobacterium tuberculosis); purified M. tuberculosis BioA enzyme; inhibition, % at 9.99 µM; 0.096% of 360,000 active; AID 602481, 2012; in the data active = inhibition above about 40%; inconclusive = no clear call, values can overlap the other calls
UGM FP inh: M. tuberculosis UGM enzyme inhibitors, primary screen, biochemical, fluorescence polarization, single point; UDP-galactopyranose mutase (Mycobacterium tuberculosis (strain ATCC 25618 / H37Rv)), …; purified UGM, fluorescence polarization probe displacement; inhibition, % at 10 µM; 0.06% of 320,000 active; AID 504406, 2011; in the data active = inhibition above about 10%, passing the limit was not always enough; inconclusive = no clear call, values can overlap the other calls
Target sequence (P9WIQ1 whole entry, looked up): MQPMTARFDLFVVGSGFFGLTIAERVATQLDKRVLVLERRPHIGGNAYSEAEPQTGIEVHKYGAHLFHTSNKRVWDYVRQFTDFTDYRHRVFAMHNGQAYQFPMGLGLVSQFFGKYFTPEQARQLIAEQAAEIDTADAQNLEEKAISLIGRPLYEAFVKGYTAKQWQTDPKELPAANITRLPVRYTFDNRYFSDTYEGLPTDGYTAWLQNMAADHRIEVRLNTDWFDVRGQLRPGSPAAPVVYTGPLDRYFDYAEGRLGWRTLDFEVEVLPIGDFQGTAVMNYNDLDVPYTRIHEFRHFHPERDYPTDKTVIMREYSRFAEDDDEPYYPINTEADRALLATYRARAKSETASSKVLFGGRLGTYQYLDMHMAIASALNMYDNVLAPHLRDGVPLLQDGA
BoNT-A LC inh2: BoNT/A light chain protease inhibitors, primary screen, biochemical, flow cytometry, MLPCN library; 0.17% of 360,000 active; multiplex microsphere protease substrate cleavage; AID 588499, 2011; inhibition, % at 10 µM; Botulinum neurotoxin type A light chain protease (Clostridium botulinum A str. ATCC 3502); in the data active = inhibition above about 30%; inconclusive = no clear call, values can overlap the other calls; note: plate controls were buffer without enzyme for full effect and enzyme alone for no effect
FadD28 FP inh: inhibitors of FadD28 bisubstrate probe binding, primary screen, biochemical, fluorescence polarization, single point; Mycobacterium tuberculosis FadD28 fatty-acid-AMP ligase; inhibition, % at 12.5 µM; 0.22% of 360,000 active; AID 588549, 2011; in the data active = inhibition above about 8.5%, passing the limit was not always enough; inconclusive = no clear call, values can overlap the other calls
GDH-TPI counter: GDH-TPI coupling enzyme inhibitors, primary screen, artefact control for M. tuberculosis FBA inhibitor project, biochemical, absorbance, full deck | GDH-TPI coupled enzyme counterscreen, NADH absorbance | AID 588335, 2011 | 1.2% of 360,000 active | inhibition, % at 4.8 µM;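 note: 0% = DMSO wells and 100% = wells lacking the enzyme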
Mtb FBA inh: Mtb FBA enzyme inhibitors, primary screen, biochemical, fluorescence, strain H37Rv; purified M. tuberculosis FBA, fluorescence read-out; inhibition, % at 1 µM; 2.3% of 360,000 active; in the data active = inhibition above about 27%;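 note: 0% = vehicle and 100% = reference inhibitor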
Target sequence (P9WQA3 whole entry, looked up): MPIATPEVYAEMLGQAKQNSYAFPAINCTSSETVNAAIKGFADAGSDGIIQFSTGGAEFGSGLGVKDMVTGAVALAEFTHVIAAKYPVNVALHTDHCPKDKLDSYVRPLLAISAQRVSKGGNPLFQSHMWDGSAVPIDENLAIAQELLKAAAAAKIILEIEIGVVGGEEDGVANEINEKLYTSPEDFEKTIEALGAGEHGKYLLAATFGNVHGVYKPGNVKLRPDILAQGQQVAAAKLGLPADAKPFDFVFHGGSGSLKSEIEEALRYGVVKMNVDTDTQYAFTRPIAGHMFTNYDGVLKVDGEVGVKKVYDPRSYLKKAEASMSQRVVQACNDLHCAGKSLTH
CCHF vOTU inh: CCHFV vOTU protease inhibitors, primary screen, biochemical, Pep-AMC substrate, fluorescence; inhibition, % at 11.5 µM; 0.55% of 370,000 active; AID 651958, 2012; note: 0% = vehicle wells with enzyme and 100% = no enzyme wells
BoNT-F LC inh: BoNT/F light chain protease inhibitors, primary screen, biochemical, flow cytometry, MLPCN library; Botulinum neurotoxin type F light chain protease (Clostridium botulinum); Multiplex microsphere protease cleavage assay; 0.22% of 360,000 active; inhibition, % at 10 µM; in the data active = inhibition above about 35%, passing the limit was not always enough; inconclusive = no clear call, values can overlap the other calls; note: plate controls were buffer without enzyme for full effect and enzyme alone for no effect
An asterisk follows results filed as active; ? = inconclusive; · = not tested or not shown. Cut-off read from the data, not from the text of the source, unless noted: active = inhibition above about 30%; inactive = the rest.

Codes: A = PrPC surface inh; B = Mtb BioA inh; C = UGM FP inh; D = BoNT-A LC inh2; E = FadD28 FP inh; F = GDH-TPI counter; G = Mtb FBA inh; H = CCHF vOTU inh; I = BoNT-F LC inh
O=C1NC(=O)C(CCOc2ccccc2)(CCc2ccccc2)C(=O)N1
  A: -3	B: ·	C: ·	D: -1.5	E: 0.5	F: 10	G: 1	H: 10	I: -5
O=C(c1ccc(F)cc1)N1CCN=C1c1ccccc1
  A: -5	B: -2.5	C: -3.9	D: 1.1	E: -1.4	F: -10	G: 0	H: -12	I: 6
COc1ccc(C2=NOC(C(=O)N3CCCCCC3)C2)cc1OC (configuration not stated)
  A: ·	B: 0.9	C: 0.4	D: -0.5	E: -0.5	F: 0	G: -2	H: ·	I: -7
Cc1cc2c(c(=O)n1Cc1ccco1)C(c1cccnc1)C(C#N)=C(N)O2 (configuration not stated)
  A: -1	B: 14	C: 2.9	D: -0.3	E: -0.6	F: 20	G: 2	H: -8	I: -4
CC[N+](CC)(CCCCS(=O)(=O)[O-])CCNP1(=O)C=C(c2ccccc2)OC(c2ccccc2)=C1
  A: -2	B: ·	C: 3.6	D: -0.6	E: 0.1	F: -1	G: -1	H: -13	I: 1
COc1ccc(N2C(=O)NC(NC(=O)c3cccnc3)(C(F)(F)F)C2=O)cc1 (configuration not stated)
  A: -1	B: 2.5	C: -4.0	D: -0.9	E: -2.4	F: 2	G: -7	H: -5	I: -3
COc1cscc1C(=O)O
  A: -5	B: 0.1	C: 0.7	D: -1.4	E: -2.1	F: -8	G: 1	H: -6	I: ?
C=CCNc1sc(C(=O)c2ccccc2)c(N)c1-c1nc2ccccc2s1
  A: ·	B: ·	C: -3.4	D: 15	E: 1.7	F: 5	G: 0	H: ·	I: -17
COC(=O)C(F)(F)Sc1c(C)[nH]c2ccccc12
  A: 2	B: 0.2	C: -5.7	D: -0.5	E: 0.4	F: 0	G: 2	H: -15	I: -20
O=[N+]([O-])c1ccc(N2CCN(S(=O)(=O)c3cnc[nH]3)CC2)cc1
  A: -37	B: ·	C: 1.1	D: -0.4	E: 0.3	F: 7	G: -12	H: 7	I: 2
CCN(Cc1ccncc1)Cc1ccc(Br)cc1
  A: 5	B: -0.1	C: 0.6	D: -1.4	E: -2.8	F: 2	G: 2	H: -12	I: -14
CCCn1c(C(C)Nc2nc(-c3ccc(Cl)c([N+](=O)[O-])c3)cs2)nc2ccccc21 (configuration not stated)
  A: -6	B: -0.4	C: -0.9	D: -0.3	E: -3.8	F: 4	G: 1	H: 13	I: 0
COc1ccc(N2C(=O)C3C4c5ccccc5C(C=Nc5ccc(C)cc5C)(c5ccccc54)C3C2=O)cc1 (configuration not stated)
  A: 8	B: -1.2	C: 0.7	D: 0.8	E: -3.9	F: 2	G: -5	H: 11	I: 21
COc1cc(C(=O)NC(C(=O)Nc2cccc(C(C)=O)c2)C(C)C)cc(OC)c1OC (configuration not stated)
  A: -11	B: ·	C: 1.7	D: -0.1	E: -3.0	F: -4	G: 0	H: -10	I: -5
CCOC(=O)c1cc(C#N)c(N2CCOCC2)nc1-c1ccccc1
  A: 4	B: ·	C: 0.1	D: -0.6	E: -0.9	F: 2	G: 7	H: -10	I: 2

Part of the list above with just BoNT-A LC inh2 and UGM FP inh:
SMILES,BoNT-A LC inh2,UGM FP inh
COC(=O)C(F)(F)Sc1c(C)[nH]c2ccccc12,-0.5,-5.7
CCN(Cc1ccncc1)Cc1ccc(Br)cc1,-1.4,0.6

(next part)
Codes: A = PrPC surface inh; B = Mtb BioA inh; C = UGM FP inh; D = BoNT-A LC inh2; E = FadD28 FP inh; F = GDH-TPI counter; G = Mtb FBA inh; H = CCHF vOTU inh; I = BoNT-F LC inh
Cc1ccccc1C(=O)Nc1cccc(C(=O)N/N=C/c2ccc3c(c2)OCO3)c1
  A: 13	B: -0.6	C: 0.2	D: 2.0	E: -14	F: 32*	G: -3	H: 22	I: -2
COc1ccc(/C(N)=N/OC(=O)N2CCOCC2)cc1
  A: 8	B: ·	C: 1.8	D: -0.2	E: -1.2	F: -8	G: 1	H: 4	I: -3
Cc1cc(SCC(=O)N2CCCC2=O)nc2ccccc12
  A: 24	B: ·	C: 1.1	D: 0.3	E: 0.5	F: -1	G: -2	H: 10	I: -11
CC(C)C[C@H](NC(=O)[C@H]1N2C(=O)c3ccccc3C2SC1(C)C)C(=O)N[C@@H](Cc1ccccc1)C(=O)O (some centres not stated)
  A: 0	B: -1.4	C: 1.1	D: -0.1	E: -0.8	F: -4	G: 4	H: 10	I: -4
O=C(NCC(c1ccco1)N1CCCC1)c1ccc(S(=O)(=O)Nc2ccc(F)cc2)cc1 (configuration not stated)
  A: 0	B: -2.2	C: 0.1	D: 0.2	E: ·	F: -4	G: 2	H: 15	I: -3
Cc1ccsc1C(=O)NNC(=O)CCN1CCN(c2ccccc2)CC1
  A: -3	B: ·	C: 1.3	D: -1.6	E: -1.9	F: 12	G: 0	H: -3	I: -2
CC(=O)Nc1cccc(C(=O)N(Cc2ccccc2)Cc2ccccc2)c1
  A: -10	B: 1.9	C: -0.6	D: ?	E: -1.6	F: 7	G: 0	H: 1	I: ?
CCNC(=S)N1CCC(NC(=O)c2ccco2)CC1
  A: 0	B: 0.6	C: 1.1	D: -0.1	E: -3.1	F: -4	G: 7	H: -6	I: -1
c1ccc(-c2csc(Nc3cccnc3)n2)cc1
  A: 7	B: ·	C: 1.0	D: -0.3	E: -0.9	F: -2	G: 1	H: 10	I: -3
Cc1ccc(-c2nc3ccc(C)cn3c2CC(=O)N(C)C)cc1
  A: 10	B: 0.0	C: -1.0	D: -0.4	E: -4.6	F: 1	G: 52*	H: -15	I: -8
CCC(C)[C@H](NC(=O)NCc1ccccc1)C(=O)O (some centres not stated)
  A: 1	B: 1.1	C: -3.6	D: 0.8	E: -0.2	F: 2	G: 4	H: -11	I: 5
Cc1cccc(-c2nc3ccccc3c(=O)n2-n2cccc2)c1
  A: -10	B: 1.3	C: -2.0	D: 0.0	E: -1.2	F: -4	G: 1	H: 3	I: 1
COc1ccc(/C(N)=N/OC(=O)c2cccc([N+](=O)[O-])c2)cc1OC
  A: 3	B: -3.6	C: 0.0	D: 0.3	E: -0.6	F: -9	G: 4	H: -2	I: 3

3 structures from above, ordered by count of non-hydrogen atoms, rising:
Codes: A = PrPC surface inh; B = Mtb BioA inh; C = UGM FP inh; D = BoNT-A LC inh2; E = FadD28 FP inh; F = GDH-TPI counter; G = Mtb FBA inh; H = CCHF vOTU inh; I = BoNT-F LC inh
CCC(C)[C@H](NC(=O)NCc1ccccc1)C(=O)O (some centres not stated)
  A: 1	B: 1.1	C: -3.6	D: 0.8	E: -0.2	F: 2	G: 4	H: -11	I: 5
Cc1ccc(-c2nc3ccc(C)cn3c2CC(=O)N(C)C)cc1
  A: 10	B: 0.0	C: -1.0	D: -0.4	E: -4.6	F: 1	G: 52*	H: -15	I: -8
Cc1ccccc1C(=O)Nc1cccc(C(=O)N/N=C/c2ccc3c(c2)OCO3)c1
  A: 13	B: -0.6	C: 0.2	D: 2.0	E: -14	F: 32*	G: -3	H: 22	I: -2
